Compound activity deposited in PubChem by NCI.
NCI-60 one-dose screen, 48 h, at 10 µM unless noted. Numbers give growth in % (100 = growth as untreated, 0 = no growth, -100 = all killed).
SK-MEL-5 – SK-MEL-5 melanoma; actives 6.4% (n = 80,000); AID 1794755
CCRF-CEM – CCRF-CEM leukemia | actives 7% (n = 77,000)
M14 – M14 melanoma | actives 6.2% (n = 80,000)
HOP-92 – HOP-92 NSCLC cells; actives 6.3% (n = 71,000); AID 1794738
EKVX – EKVX NSCLC; actives 3% (n = 71,000); AID 1794765
A549/ATCC – A549/ATCC NSCLC; actives 3.7% (n = 81,000)
HOP-62 – HOP-62 NSCLC; AID 1794735; actives 3.9% (n = 80,000)
SK-MEL-28 – SK-MEL-28 melanoma. actives 4.1% (n = 81,000). AID 1794761
* hit, by the source's call; nt = no result given; & = joins results of further samples. How the source made its calls: active means growth percent below 10; inactive means the rest.

SMILES	SK-MEL-5	CCRF-CEM	M14	HOP-92	EKVX	A549/ATCC	HOP-62	SK-MEL-28
C/C=C\C1=C(C(=O)O)N2C(=O)C(NC(=O)C(N)c3ccc(O)cc3)C2SC1 (stereo not given)	99.9	103.3	96.7	87.2	97.0	101.3	102.7	115.1
Cn1cc(-c2nnc(-c3cn(C)c4ncccc34)s2)c2cc(F)ccc21	89.7	93.4	99.1	110.5	93.0	90.3	106.4	101.5
CC1=NN(c2ccccc2)C(=O)C1	97.8&128.2	105.6&103.6&126.0	104.8&115.9&111.2	86.6&118.7	88.4&114.2&104.8	92.7&107.9&101.6	109.0&100.8&115.3	105.8&117.6&123.6
CC(C)Cc1ccc(C(C)C(=O)O)cc1 (stereo not given)	nt	nt	nt	93.7	nt	nt	nt	nt
Cc1ccc([C@@H]2C[C@@H]3Cc4ccc5ccccc5c4N2O3)s1	94.2	81.4	93.4	nt	87.2	83.5	98.2	109.3
CN1CCC(=C2c3ccccc3CCc3sccc32)CC1	nt	90.6	96.3	nt	99.2	84.2	103.5	98.2
COC(=O)c1cccnc1	96.4	96.2	93.9	nt	105.4	91.9	99.4	103.0
COc1cc(N2CCC(N3CCN(C)CC3)CC2)ccc1Nc1ncnc(Nc2ccccc2S(=O)(=O)C(C)C)n1	110.5	92.9	93.3	104.7	105.4	103.8	86.7	105.2
COc1ccc(CN(CCN(C)C)c2ccccn2)cc1	106.1&95.5	102.5&111.5	99.7&99.2	91.0&104.5	128.4&106.9	98.0&104.4	100.9&111.3	107.9&105.5
COc1ccc(/C=C/C(C)=N/OC(C)C(=O)NC(C)C)cc1 (stereo not given)	98.2	98.3	107.3	nt	nt	94.5	104.0	111.0
O=C(O)C(O)C(O)C(O)C(O)C(=O)O (stereo not given)	97.5	99.2	96.0	nt	94.8	107.1	97.2	111.9
COc1ccc2c(c1)c(-c1nnc(N)nc1-c1c[nH]c3ccc(Br)cc13)cn2C	92.2	nt	91.9	108.8	86.9	95.7	106.6	96.8
O=C(Nc1ccccc1)Nc1ccc2nc(NS(=O)(=O)c3ccc4ccccc4c3)sc2c1	91.9	106.6	111.3	94.2	98.0	103.5	104.2	103.4
Cc1cc2c(s1)Nc1ccccc1N=C2N1CCN(C)CC1	95.6	100.6	101.4	98.0	107.6	99.4	89.2	99.1
COc1ccccc1OCC(O)COC(N)=O (stereo not given)	96.8	96.5	103.0	90.2	101.8	99.9	106.9	109.5
Cn1c(Nc2ccc(C(F)(F)F)cc2)nc2cc(Oc3ccnc(-c4ncc(C(F)(F)F)[nH]4)c3)ccc21	39.0	36.6	15.7	67.0	57.9	40.1	60.0	8.4*
O=C(Nc1ccc(Cl)c(Cl)c1)Nc1ccc2nc(NS(=O)(=O)c3ccc4ccccc4c3)sc2c1	92.3	102.4	104.3	103.2	100.1	103.8	111.9	105.0
N=C(N=C(N)N)N1CCOCC1	98.0&96.1	93.8&106.6	97.2&91.1	nt	105.4&103.3	94.2&103.4	106.1&94.7	102.6&99.5
COc1cc2nc(N3CCN(C(=O)C4COc5ccccc5O4)CC3)nc(N)c2cc1OC (stereo not given)	101.2&86.6&92.2	97.8&89.6&74.9	96.3&96.4&104.1	124.2&106.2&147.7	97.5	101.8&88.9&102.1	110.5&96.4&102.4	106.8&101.8&99.9
Cn1cc(-c2nc(N)nnc2-c2c[nH]c3ccccc23)c2ccccc21	94.7	91.7	87.8	67.2	82.3	87.5	77.3	103.0
COc1ccc(N=N/C(C(=O)C(F)(F)F)=C(\O)c2ccc(Cl)cc2)cc1	81.9	41.1	34.1	65.2	90.1	51.2	nt	83.7
COc1cc(Nc2c(C#N)cnc3cc(OCCCN4CCN(C)CC4)c(OC)cc23)c(Cl)cc1Cl	62.5	38.9	13.0	98.0	54.9	36.1	61.3	19.3
NS(=O)(=O)c1cc2c(cc1C(F)(F)F)NC(Cc1ccccc1)NS2(=O)=O (stereo not given)	97.6	101.5	97.3	81.9	96.1	107.0	103.7	107.2
COc1ccc2c(c1)c(-c1nnc(N)nc1-c1cn(C)c3ccc(OC)cc13)cn2C	97.3	97.0	94.4	106.7	91.8	90.9	88.9	98.9
O=C(NC[C@H](O)CN1CCc2ccccc2C1)c1cc(NC2COC2)ncn1	106.5	98.3	92.4	112.1	111.5	93.4	92.8	88.3
Cn1cc(C(=O)c2nc(-c3cn(C)c4ccc(Br)cc34)no2)c2ccccc21	99.2	92.4	108.7	100.8	110.1	92.8	96.5	109.9
C=CCSc1nc(NC(=O)CN2CCN(c3cc4c(cc3F)c(=O)c(C(=O)O)cn4C3CC3)CC2)cc(=O)[nH]1	97.1	100.1	94.3	88.4	94.5	103.8	99.4	101.0
Cc1cc(-c2nc(-c3ccc(OC(F)(F)F)cc3)no2)nn1Cc1ccnc(N2CCN(C3CC3)CC2)c1	19.2	51.8	56.0	64.3	40.3	44.2	nt	86.1
Nc1nccs1	98.2	nt	85.6	nt	96.5	98.3	105.6	110.6
CCC[C@H](N[C@@H](C)C(=O)N1[C@H](C(=O)O)C[C@@H]2CCCC[C@@H]21)C(=O)OCC	nt	104.5	112.8	nt	110.9	91.4	122.9	123.0
O=C(Nc1ccc(Cl)cc1)Nc1ccc(Cl)c(C(F)(F)F)c1	-13.3*	-27.6*	11.8	-14.8*	-3.9*	13.3	11.3	19.1
CCN(CC)CCOc1ccccc1C(=O)CCc1ccccc1	103.4	nt	93.9	nt	nt	nt	99.8	96.5
O=C1NC(=O)[C@@]2(CCOc3ccc(F)cc32)N1	101.9	nt	106.7	116.2	nt	105.8	97.3	112.2
COc1ccc(C2=NN(c3ccc(S(N)(=O)=O)cc3)C(c3ccc(N(C)C)cc3)C2)c(OC)c1 (stereo not given)	97.9	97.9	92.3	84.3	103.4	99.0	91.5	122.6
CC(C)(C)c1cnc(CSc2cnc(NC(=O)C3CCNCC3)s2)o1	-47.2*	7.6*	-58.6*	-8.7*	22.7	1.6*	-16.2*	-12.8*
C[C@H]1COc2c(N3CCN(C)CC3)c(F)cc3c(=O)c(C(=O)O)cn1c23	nt	92.0	111.2	nt	103.7	103.0	112.0	107.4
O=c1cc[nH]c(=O)[nH]1	100.3&102.9	91.6&107.3	102.5&107.9	94.2&88.9	105.2&123.8	82.0&102.9	83.0	107.1&116.3
c1ccc2c(CC3=NCCN3)cccc2c1	108.0&92.7	99.8&99.8	99.3&97.1	87.7&82.3	101.8&113.1	93.8&97.6	98.8&112.4	106.6&109.2
Cn1ncc(Cl)c1-c1cc(C(=O)N[C@H](CN)Cc2ccc(F)c(F)c2)oc1Cl	-96.2*	3.8*	-78.5*	-58.5*	6.1*	-53.4*	-49.4*	-77.1*
Nc1cc(-c2ccncc2)c[nH]c1=O	106.1	113.0	106.7	90.9	84.1	106.4	nt	105.3

No new results follow: an excerpt of the list.
SMILES	SK-MEL-5	CCRF-CEM	M14	HOP-92	EKVX	A549/ATCC	HOP-62	SK-MEL-28
CCN(CC)CCOc1ccccc1C(=O)CCc1ccccc1	103.4	nt	93.9	nt	nt	nt	99.8	96.5
O=C1NC(=O)[C@@]2(CCOc3ccc(F)cc32)N1	101.9	nt	106.7	116.2	nt	105.8	97.3	112.2
COc1ccc(C2=NN(c3ccc(S(N)(=O)=O)cc3)C(c3ccc(N(C)C)cc3)C2)c(OC)c1 (stereo not given)	97.9	97.9	92.3	84.3	103.4	99.0	91.5	122.6
CC(C)(C)c1cnc(CSc2cnc(NC(=O)C3CCNCC3)s2)o1	-47.2*	7.6*	-58.6*	-8.7*	22.7	1.6*	-16.2*	-12.8*

Returning to the listing; the 2 compounds before the break are reprinted first.
SMILES	SK-MEL-5	CCRF-CEM	M14	HOP-92	EKVX	A549/ATCC	HOP-62	SK-MEL-28
Cn1ncc(Cl)c1-c1cc(C(=O)N[C@H](CN)Cc2ccc(F)c(F)c2)oc1Cl	-96.2*	3.8*	-78.5*	-58.5*	6.1*	-53.4*	-49.4*	-77.1*
Nc1cc(-c2ccncc2)c[nH]c1=O	106.1	113.0	106.7	90.9	84.1	106.4	nt	105.3
C[C@@H](NC(=O)c1ncnc(N)c1Cl)c1ncc(C(=O)Nc2cc(C(F)(F)F)c(Cl)cn2)s1	51.2	78.5	15.0	64.1	100.5	53.2	63.1	9.6*
CC(Oc1c(Cl)cccc1Cl)C1=NCCN1 (stereo not given)	110.3	105.8	101.0	105.6	112.2	108.3	nt	108.6
CCN(CCCOc1ccc2c(Nc3cc(CC(=O)Nc4cccc(F)c4)[nH]n3)ncnc2c1)CCOP(=O)(O)O	99.8	51.4	45.1	87.6	99.3	44.1	56.7	55.3
O=C(O)[C@@H]1[C@H]2C[C@H]3c4[nH]c5ccccc5c4CCN3C[C@@H]2CC[C@@H]1O	110.6	103.3	91.5	109.3	109.9	101.1	nt	120.1
Cc1nc2ccc(-n3ncc(C(=O)c4cc5ccccc5[nH]4)c3N)cc2[nH]1	32.8	43.8	61.1	74.8	63.9	36.9	55.9	69.7
NS(=O)(=O)c1cccc(N2C(=O)C3CC=CCC3C2=O)c1 (stereo not given)	105.3	100.3	96.1	106.7	99.0	102.5	95.8	103.7
Cn1cc(-c2cnc3ccc4ccc(CS(=O)(=O)NCc5ccccn5)cc4c(=O)c3c2)cn1	59.6	49.0	57.9	55.9	77.2	52.5	63.5	77.8

A portion of the library; the hit share may differ from the screen's.
